Assay outcomes deposited in PubChem BioAssay by NMMLSC.
Cdc42 wt: changes GTP binding to wildtype human Cdc42; actives 0.2% (n = 190,000); AID 761; P60953; percent activity (GTP binding), % at 10 µM; GST-Cdc42 beads, Bodipy-GTP binding, flow cytometry; actives lie on both sides;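 active means percent activity GTP binding at least 20 points away from the 100% baseline, either down as inhibitor or up as activator; inconclusive means compound flagged as likely green fluorescent from well-wide comparison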;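 further: median bead fluorescence of bound Bodipy-FL-GTP at 100 nM; 0% = excess unlabeled GTP control and 100% = no compound control; below 100% means less GTP binding so inhibitor and above means activator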
Target sequence (P60953 whole entry, looked up): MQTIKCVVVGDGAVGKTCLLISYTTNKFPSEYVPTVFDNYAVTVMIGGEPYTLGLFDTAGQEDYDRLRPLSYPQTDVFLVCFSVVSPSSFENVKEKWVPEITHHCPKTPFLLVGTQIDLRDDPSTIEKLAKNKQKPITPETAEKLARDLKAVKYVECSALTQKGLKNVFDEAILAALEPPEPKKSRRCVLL
Rac1 mut GTP: modulators of GTP binding to human Rac1 activated mutant; percent activity (GTP binding), % at 10 µM; GST-Rac1 activated beads, fluorescent GTP binding, flow cytometry; actives lie on both sides; 100% means binding = to untreated wells; actives 0.11% (n = 190,000); P63000; AID 764;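 active means GTP binding at least 20 percentage points away from the 100% baseline, in either direction, so actives lie on both sides; inconclusive means Compound likely fluorescent itself, or too few beads counted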
Bcl-B Bim block: inhibitors of Bim-Bcl-B interaction, human; actives 0.073% (n = 190,000); inhibition, % at 10 µM; Q9HD36; bead-based flow cytometry, Bim peptide-Bcl-B binding; AID 951;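 further: 0% = tracer peptide without compound and 100% = reference inhibitor peptide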
Bim-Bcl-2: human Bim-Bcl-2 interaction inhibition. Bead-based flow cytometry, Bim peptide-Bcl-2 binding. inhibition, % at 10 µM. actives 0.06% (n = 190,000); in the data active means inhibition above about 40%; inconclusive means no clear call, values can overlap the other calls;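 further: 0% = no compound wells with probe peptide and 100% = reference peptide inhibitor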
Target sequence (P10415 whole entry, looked up): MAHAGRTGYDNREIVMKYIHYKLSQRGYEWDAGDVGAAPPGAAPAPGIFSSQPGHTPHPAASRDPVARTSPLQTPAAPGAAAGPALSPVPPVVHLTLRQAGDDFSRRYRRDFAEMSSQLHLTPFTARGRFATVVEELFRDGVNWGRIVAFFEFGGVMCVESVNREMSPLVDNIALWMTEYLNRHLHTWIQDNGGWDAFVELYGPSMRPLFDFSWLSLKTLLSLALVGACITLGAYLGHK
Rab7 wt GTP bind: alters GTP binding to wildtype dog Rab7. GST-Rab7 beads, fluorescent GTP binding, flow cytometry; actives lie on both sides; untreated = 100%, excess cold GTP = 0%. GTP binding activity (percent of control), % at 10 µM. actives 0.055% (n = 190,000);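 active means fluorescent GTP binding to Rab7 beads changed by at least 20 points from the 100% baseline, either direction, mostly lower; inconclusive means compound itself probably fluorescent, or too few beads counted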;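 further: median green fluorescence of bound Bodipy-FL-GTP per Rab7 bead population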
Bcl-XL Bim block: human Bim-Bcl-XL interaction inhibition | Q07817 | Bim peptide-Bcl-XL binding, bead flow cytometry, fluorescence | inhibition, % at 10 µM | actives 0.04% (n = 190,000)
Target sequence (Q07817 whole entry, looked up): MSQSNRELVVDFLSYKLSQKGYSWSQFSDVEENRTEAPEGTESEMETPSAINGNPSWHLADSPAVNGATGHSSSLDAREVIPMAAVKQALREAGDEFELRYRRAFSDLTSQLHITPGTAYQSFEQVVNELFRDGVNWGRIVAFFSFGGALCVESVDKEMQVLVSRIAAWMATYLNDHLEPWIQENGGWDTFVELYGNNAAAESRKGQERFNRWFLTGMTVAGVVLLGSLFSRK
Rac1 wt modul: human Rac1 wildtype GTP binding, inhibitors and activators | P63000 | GST-Rac1 beads, fluorescent GTP binding, flow cytometry; actives lie on both sides; 0 = cold GTP competed, 100 = untreated | GTP binding activity (% of control), % at 10 µM | actives 0.27% (n = 190,000);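 active means GTP binding activity at least 20 points away from the 100% control level, either lower or higher; inconclusive means compound flagged as likely green fluorescent, judged across all proteins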
Rab2A wt mod: changes GTP binding to wildtype dog Rab2A, up or down | P61105 | actives 0.19% (n = 190,000) | AID 760 | GTP binding activity, % at 10 µM | GST-Rab2 wt beads, Bodipy-GTP binding, flow cytometry;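 active means GTP binding activity at least 20 points away from 100%, either lowered or raised; inconclusive means signal likely due to the compound's own green fluorescence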;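 further: 0% = beads with excess unlabeled GTP and 100% = no-compound control corrected for plate trend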
Bim-Bcl-W: human Bim-Bcl-W interaction inhibition; bead-based flow cytometry, Bim peptide-Bcl-W binding; Q92843; AID 952; actives 0.02% (n = 190,000); inhibition, % at 10 µM;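 further: 0% = bound tracer without compound and 100% = peptide blocker; higher means less fluorescent Bim peptide bound to Bcl-W beads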
Bim-Bfl-1: inhibitors of Bim-Bfl-1 interaction, human; Q16548; Bead-based flow cytometry, Bim-Bfl-1 binding inhibition; inhibition, % at 10 µM; actives 0.12% (n = 190,000);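 further: 0% = wells without compound plus tracer and 100% = blocker peptide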
HRas wt GTP bind: modulators of GTP binding to human HRas wildtype. GTP binding activity, % at 10 µM. actives 0.14% (n = 190,000). AID 759. GST-Ras wt beads, Bodipy-FL-GTP binding, flow cytometry; actives lie on both sides;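 active means GTP binding activity at least 20% away from the 100% baseline, either lowered as inhibitor or raised as activator; inconclusive means flagged as likely green fluorescent, judged across all proteins in the well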;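 further: 0% = unlabeled GTP competition control and 100% = no-compound control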
Target sequence (P01112 whole entry, looked up): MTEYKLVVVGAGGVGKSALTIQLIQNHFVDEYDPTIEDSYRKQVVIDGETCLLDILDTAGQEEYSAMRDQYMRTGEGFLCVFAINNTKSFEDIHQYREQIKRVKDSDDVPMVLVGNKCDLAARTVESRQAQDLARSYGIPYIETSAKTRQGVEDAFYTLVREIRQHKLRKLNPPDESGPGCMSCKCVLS
* marks the source's active call; other numbers are inactive results; ? = inconclusive. Unless noted, no stated cut-off is given here; in the data, active means inhibition above about 40%.

SMILES | Cdc42 wt | Rac1 mut GTP | Bcl-B Bim block | Bim-Bcl-2 | Rab7 wt GTP bind | Bcl-XL Bim block | Rac1 wt modul | Rab2A wt mod | Bim-Bcl-W | Bim-Bfl-1 | HRas wt GTP bind
CC(C)(C)[C@H]1C=C(C(=O)N2CCN(Cc3ccccc3)CC2)O[C@@H](OCCCCO)C1 | 96 | 96 | -1 | 1 | 96 | 1 | 98 | 99 | 0 | -3 | 97
O=[N+]([O-])c1cccc(/C([O-])=C(/C(=S)Nc2ccccc2)[n+]2ccccc2)c1 | 98 | 101 | -6 | 0 | 102 | 0 | 102 | 96 | 2 | 6 | 102
Cc1cccc(NC(=O)CCS(=O)(=O)c2cccc3nsnc23)c1C | 99 | 99 | -2 | 0 | 99 | 0 | 100 | 99 | 0 | 1 | 98
COc1ccc(C2N(C(=O)c3ccccc3)CCN2C(=O)c2ccccc2)cc1 | 100 | 99 | -7 | -6 | 98 | -3 | 100 | 101 | 0 | -16 | 100
COc1ccc([N+](=O)[O-])cc1N1C(=O)c2cccc3cccc(c23)C1=O | 106 | 104 | -3 | 0 | 106 | -3 | 108 | 105 | -3 | 1 | 104
CC(=O)/C(C#N)=C1\NC(=O)C(Cc2ccccc2Cl)S1 (stereo not given) | 92 | 86 | 0 | 1 | 90 | -2 | 98 | 88 | 0 | -1 | 96
O=C(O)c1ccc2c(c1)C(=O)N(c1ccc(/C=C/C(=O)c3ccccc3)cc1)C2=O | 92 | 88 | 0 | -5 | 93 | -3 | 90 | 90 | 0 | 3 | 92
COc1ccc(NS(=O)(=O)c2cccc(N3CC(O)=C(c4ccccc4)C3=N)c2)cc1 | 98 | 96 | -3 | -3 | 100 | -4 | 99 | 99 | 0 | -4 | 98
CC(C)C(C(=O)OCC(=O)c1cccc([N+](=O)[O-])c1)N1C(=O)[C@@H]2[C@H]3CC[C@H](C3)[C@@H]2C1=O (stereo not given in full) | 100 | 99 | 0 | 0 | 100 | -2 | 105 | 101 | 0 | 0 | 101
CC(=O)Nc1ccccc1NC(=O)CN(C)S(=O)(=O)c1ccc(C)cc1 | 99 | 98 | -9 | -11 | 100 | -9 | 106 | 98 | 0 | -16 | 99
COc1ccc(Cl)cc1NC(=O)CCN1CCN(c2ccccc2C)CC1 | 104 | 99 | -12 | -8 | 100 | -8 | 108 | 101 | -6 | -20 | 102
CCOc1cc(/C=N/N2C(=O)NC3(CCCCC3)C2=O)cc(Br)c1O | 96 | 94 | -5 | 2 | 104 | 1 | 103 | 97 | 2 | -1 | 99
O=C(Nc1cccc(C(F)(F)F)c1)C1CCCN1S(=O)(=O)c1cccc2cccnc12 (stereo not given) | 98 | 97 | -6 | -4 | 98 | -3 | 99 | 99 | -2 | -5 | 97
CC(C)Cc1nnc(NC(=O)CCc2c[nH]c3ccccc23)s1 | ? | ? | -3 | -5 | ? | -3 | ? | ? | -1 | -8 | ?
CCCNC(=O)C(NS(=O)(=O)c1cccc2nsnc12)c1ccccc1 (stereo not given) | 103 | 96 | -4 | 0 | 103 | -1 | 101 | 101 | 0 | 0 | 100
Cc1ccc(-c2nc(CN3CCCCC3CCN3CCCC3=O)c(C)o2)o1 (stereo not given) | 100 | 96 | -8 | -1 | 106 | -2 | 105 | 97 | -2 | -7 | 103
Cc1cc(C(=O)CCl)c(C)n1-c1cccc([N+](=O)[O-])c1 | 95 | 96 | -9 | 1 | 90 | 0 | 95 | 93 | 2 | 0 | 93
CCOC(=O)c1cccc(NC(=O)C2(S(=O)(=O)c3ccc(C)cc3)CC2)c1 | 104 | 100 | -2 | 0 | 105 | -3 | 106 | 102 | -2 | -1 | 102
Cc1c(NC(=O)COC(=O)c2ccc(F)c(S(=O)(=O)N3CCOCC3)c2)c(=O)n(-c2ccccc2)n1C | 100 | 94 | -5 | -2 | 97 | 0 | 98 | 99 | 0 | -5 | 95
COc1cc(C(=O)NNC(=O)c2cc(C)[nH]n2)cc(OC)c1OC | 94 | 97 | 1 | 1 | 93 | 3 | 94 | 94 | 0 | -1 | 94
c1ccc2sc(NN=C3CCCC3)nc2c1 | 97 | 97 | -7 | -1 | 92 | -1 | 100 | 96 | -1 | 1 | 93
Fc1ccc(Nc2nc(-c3ccncc3)cs2)cc1 | 95 | 93 | -7 | -5 | 94 | 0 | 99 | 94 | -3 | -6 | 95
CCCC(=O)N(c1ccccc1)C1C=CS(=O)(=O)C1 (stereo not given) | 101 | 96 | 5 | 2 | 92 | 2 | 103 | 98 | 1 | 5 | 98
Cc1ccc(-c2nnn(C/C(N)=N/O)n2)cc1 | 96 | 94 | -5 | -2 | 105 | -3 | 99 | 100 | -1 | -3 | 98
Cc1cc(SCC(=O)c2cccs2)n2nc(C)c(-c3ccccc3)c2n1 | 99 | 101 | -12 | -3 | 99 | -3 | 99 | 97 | -4 | -15 | 97

Results in Bim-Bcl-2 and Rab7 wt GTP bind, for three of the compounds above:
Molecule	Bim-Bcl-2	Rab7 wt GTP bind
COc1cc(C(=O)NNC(=O)c2cc(C)[nH]n2)cc(OC)c1OC	1	93
c1ccc2sc(NN=C3CCCC3)nc2c1	-1	92
Fc1ccc(Nc2nc(-c3ccncc3)cs2)cc1	-5	94

(next part)
SMILES | Cdc42 wt | Rac1 mut GTP | Bcl-B Bim block | Bim-Bcl-2 | Rab7 wt GTP bind | Bcl-XL Bim block | Rac1 wt modul | Rab2A wt mod | Bim-Bcl-W | Bim-Bfl-1 | HRas wt GTP bind
O=C(O)C1CCCCC1C(=O)N1CCCC1 (stereo not given) | 99 | 96 | -4 | -6 | 103 | -4 | 99 | 98 | 0 | -13 | 100
CN(C)CCN(C(=O)CCc1ccccc1)c1nc2c(F)cc(F)cc2s1 | 96 | 96 | 2 | 2 | 104 | -1 | 99 | 101 | 0 | -2 | 98
COc1ccc(N2CCN(C(=O)CNS(=O)(=O)c3ccc(C)c(C)c3)CC2)cc1 | 96 | 95 | -2 | -6 | 93 | -4 | 96 | 96 | -3 | -1 | 94
C=CCc1ccccc1OCCSc1nc2ccc([N+](=O)[O-])cc2s1 | 97 | 94 | -10 | -3 | 98 | -5 | 96 | 95 | -4 | 0 | 98
COC(=O)C1C2C=CC3(CN(c4cccc(C)c4)C(=O)C13)O2 (stereo not given) | 102 | 96 | 0 | 0 | 99 | -1 | 98 | 98 | -1 | -2 | 100
COc1cc(N/N=C/c2ccc(N(C)C)cc2)ncn1 | 97 | 97 | -5 | -2 | 90 | -3 | 98 | 96 | 0 | -1 | 97
O=C(NC1CCCCC1)c1ccc(Br)o1 | 100 | 96 | 1 | 3 | 97 | 4 | 99 | 100 | 3 | 2 | 98
CCCCNCCOCCOc1ccc(C)cc1[N+](=O)[O-] | 97 | 96 | 0 | 0 | 93 | 0 | 99 | 96 | -3 | -1 | 96
Cc1ccc(S(=O)(=O)NC(=O)c2cc(C)n(-c3ccccc3)c2C)cc1 | 95 | 88 | 1 | 4 | 95 | -8 | 95 | 93 | -1 | 10 | 94
COc1cc(NC(=S)NC(C)(C)C)c(OC)cc1Cl | 98 | 95 | -5 | -2 | 94 | -5 | 97 | 95 | -4 | 2 | 96
CCc1ccccc1OCC(=O)OCC(=O)N1CC(=O)Nc2ccccc21 | 97 | 96 | -2 | -6 | 106 | -2 | 99 | 100 | 0 | -4 | 98
N#Cc1ccccc1N=Cc1ccc(Br)cc1 | 99 | 99 | -6 | -1 | 99 | -5 | 102 | 98 | -4 | -1 | 99
O=C(Nc1nnc(-c2ccc3c(c2)CCCC3)o1)C1COc2ccccc2O1 (stereo not given) | 95 | 95 | -5 | -13 | 99 | -6 | 97 | 96 | -4 | -11 | 97
CCC(C)NC(=O)Cn1cccc1C(=O)c1ccccc1 (stereo not given) | 100 | 99 | -2 | 0 | 94 | -3 | 99 | 99 | -5 | 1 | 98
CCCCNC(=S)N/N=C/C1=CCC2CC1C2(C)C (stereo not given) | 97 | 99 | -6 | 0 | 92 | -4 | 98 | 100 | -1 | 1 | 100
CN(C)/C=N/c1ncc(C(=O)OC(C)(C)C)s1 | 92 | 95 | -2 | 5 | 101 | -5 | 96 | 97 | -4 | 7 | 95
CCCn1c(SCC(=O)c2ccc3c(c2)OCCO3)nc2c1c(=O)n(C)c(=O)n2C | 95 | 92 | -7 | -9 | 90 | 4 | 90 | 90 | -1 | -13 | 93
Cc1ccc(NC(=O)CC(NCC2CCCO2)C(=O)O)cc1C (stereo not given) | 97 | 95 | 4 | 2 | 92 | -3 | 101 | 97 | -2 | 1 | 96
O=C(CSc1nnc2ccccn12)NNC(=O)c1ccc(Cl)cc1 | 99 | 100 | 0 | -4 | 101 | -1 | 105 | 97 | 0 | -1 | 100
CCOC(=O)N1CCN(c2nc(-c3ccco3)cc(C(F)(F)F)n2)CC1 | 101 | 102 | -1 | -5 | 104 | -9 | 102 | 102 | -5 | -4 | 100
CN(C)S(=O)(=O)c1ccc(C(=O)Nc2ccccc2OC(F)(F)C(F)F)cc1 | 100 | 98 | -7 | -9 | 100 | -6 | 99 | 102 | -3 | -16 | 101
CCN(CCCc1ccccc1)CCCc1ccccc1 | 102 | 102 | -1 | 2 | 102 | 1 | 103 | 102 | 0 | -2 | 103
C=CCOc1ccc(Br)cc1/C=C1/SC(=Nc2ccc(C(=O)O)cc2)NC1=O | 97 | 101 | -4 | -8 | 100 | -3 | 99 | 96 | -5 | -2 | 97
O=C(COC(=O)/C=C/c1ccccc1[N+](=O)[O-])NCC(F)(F)F | 98 | 95 | -1 | 0 | 96 | 0 | 97 | 98 | -2 | 2 | 100
CCNc1nc(N)nc(Oc2ccc(OCCOc3ccc(Cl)cc3Cl)nn2)n1 | 100 | 100 | -9 | -7 | 99 | 0 | 103 | 102 | -1 | -16 | 100
Cc1ccc[n+](C(C)C(=O)c2ccc(-c3ccccc3)cc2)c1 (stereo not given) | 102 | 100 | -3 | 2 | 99 | -3 | 107 | 100 | 0 | -1 | 101
CCN(C(=O)CSc1nnc(-c2ccncc2)n1Cc1ccccc1)C1CCS(=O)(=O)C1 (stereo not given) | 96 | 91 | -2 | -4 | 106 | -2 | 96 | 99 | -4 | -3 | 96
CCOc1ccc(C2C(C(=O)C3CC3)N3C=C(C#N)C=CC3C2(C#N)C#N)cc1 (stereo not given) | 97 | 97 | -16 | -7 | 104 | -5 | 99 | 101 | 0 | -1 | 98
CCCC(=O)Nc1ccc(-c2nc3cc(C)c(C)cc3o2)cc1 | 104 | 101 | -3 | -4 | 102 | -4 | 105 | 103 | -1 | -10 | 102

Not a hit list. About 0.62% of those tested had a hit in this group.
